# Bioassay records deposited in PubChem by several laboratories.
# HCT116 PTEN-null – growth suppressors of cells with PTEN tumor suppressor deletion | AID 827 | viability, % at 10 µM | HCT116 PTEN-null viability, CellTiter-Glo, 60 h; active compounds read low | actives 1.2% (n = 140,000);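 active = viability at or below a set limit, 4 SD under the median of all tested compounds, cut at about 3.7% in these data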;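 also: PTEN knockout HCT116 line with beta catenin targeted HCT116 as companion control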
# Measles CPE – protection of cells from measles virus; Measles virus-infected cells, CPE protection, absorbance; protection (pct of control), % at 4 µM; actives 1.5% (n = 140,000); AID 841; in the data active = protection mostly above about 24%, no sharp cut-off; inactive = mostly below about 26%; also: some compounds called inactive have numbers as strong as hits
# E-sel TNF inh – blocks E-selectin expression induced by TNF alpha; HUVEC TNFa-induced E-selectin immunofluorescence, high content; inhibition, % at 2 µM; actives 0.71% (n = 120,000); AID 1246;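 active = inhibition above the batch mean plus 3 SD, and confirmed as a hit on visual image review, cut at about 43% in these data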;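 also: 0% = TNF-stimulated DMSO wells and 100% = unstimulated control wells; not every result past the cut was called active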
# Yeast growth inh – reduces growth of yeast BB579 in restrictive medium; S. cerevisiae BB579 growth, OD615, 48 h; inhibition, % at 10 µM; actives 0.51% (n = 140,000);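 active = inhibition above a set limit, 3 SD over the mean compound inhibition, cut at about 44% in these data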; also: inactives centre near -24
#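 test system = yeast BB579 (DeaD) | buffer or medium = restrictive CSMM-D medium | doses = single compound dose of 10 µM, 0.25% DMSO final | times = 4 h preincubation and 48 h exposure at 30 °C | technique = culture absorbance at 615 nm | benchmarks = amphotericin B 10 µg/mL, positive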
# bCat KO growth – beta-catenin-lacking colon tumor cell growth suppression. AID 818. actives 1.5% (n = 140,000). viability, % at 10 µM. HCT116 beta-catenin knockout viability, CellTiter-Glo, 60 h; active compounds read low;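 active = viability at or under a set limit, the compound median less 4 SD, cut at about 6% in these data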;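 also: 0% = Hyamine 1622 control at 20 µM and 100% = untreated cell control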
# NPY Y2 blocker – blocks the human neuropeptide Y Y2 receptor; NPY-Y2 expressing cells, antagonist mode; inhibition, % at 2.7 µM; actives 0.99% (n = 140,000); in the data active = inhibition above about 17%;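 also: 0% = vehicle with agonist challenge and 100% = reference antagonist with challenge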
# Target sequence (P49146 whole entry, looked up): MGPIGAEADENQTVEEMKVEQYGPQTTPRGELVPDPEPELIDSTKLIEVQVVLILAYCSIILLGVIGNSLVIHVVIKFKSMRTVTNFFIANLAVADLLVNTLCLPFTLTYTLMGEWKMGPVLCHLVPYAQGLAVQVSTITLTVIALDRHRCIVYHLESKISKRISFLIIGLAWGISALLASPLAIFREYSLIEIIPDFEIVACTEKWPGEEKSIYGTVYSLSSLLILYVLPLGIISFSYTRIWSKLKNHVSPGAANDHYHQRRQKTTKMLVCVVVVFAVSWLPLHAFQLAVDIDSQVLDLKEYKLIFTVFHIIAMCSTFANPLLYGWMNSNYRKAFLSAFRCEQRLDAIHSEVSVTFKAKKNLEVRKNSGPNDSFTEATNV
# MRP-1 activ – activates MRP-1. H69AR cells + doxorubicin, viability rescue, CellTiter-Glo. viability increase, % at 10 µM. AID 799. actives 0.61% (n = 140,000);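 active = viability gain under doxorubicin at or above a set limit, the compound median plus 3 SD, cut at about 4.7% in these data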;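 also: MRP-1 overexpressing cells given doxorubicin 25 µM after compound pretreatment; 18-22 h compound pretreatment then 72 h with doxorubicin before readout; 0% = doxorubicin-only wells and 100% = vehicle-treated cells without doxorubicin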
# GALR2 antag – blocks the human galanin receptor 2; actives 0.39% (n = 140,000); O43603; GALR2-expressing cells, antagonist mode; inhibition, % at 4 µM; AID 828; in the data active = inhibition above about 27%;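 also: cells stimulated with galanin 1-16 at roughly its EC80; 0% = agonist challenge control and 100% = basal control without agonist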
# Target sequence (O43603 whole entry, looked up): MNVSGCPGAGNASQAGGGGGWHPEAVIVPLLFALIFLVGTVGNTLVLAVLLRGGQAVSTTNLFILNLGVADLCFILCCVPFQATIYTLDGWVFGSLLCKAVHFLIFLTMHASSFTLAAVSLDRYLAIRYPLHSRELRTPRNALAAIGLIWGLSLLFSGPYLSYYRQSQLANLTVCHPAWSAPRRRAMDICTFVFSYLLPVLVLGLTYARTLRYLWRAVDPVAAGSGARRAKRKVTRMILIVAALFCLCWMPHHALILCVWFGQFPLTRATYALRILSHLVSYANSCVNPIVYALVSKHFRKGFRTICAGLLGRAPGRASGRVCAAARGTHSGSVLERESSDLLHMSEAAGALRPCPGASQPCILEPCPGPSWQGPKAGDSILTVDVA
# Phagocytosis inh – blocks phagocytosis by macrophages. J774A.1 macrophage IgG-bead phagocytosis, imaging. inhibition, % at 5 µM. actives 0.07% (n = 110,000);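 active = inhibition above the mean of the plate negative controls plus 5 SD, cut at about 13% in these data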;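 also: phagocytic index as fraction of beads internalized from green versus red external bead signal; plate controls were DMSO negative control for no effect and cytochalasin-D positive control for full effect; some results beyond the cut were filed as inactive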
# Yeast lifespan up – yeast lifespan extension. S. cerevisiae growth with nicotinamide, OD615; deaD strain in restrictive glucose medium. inhibition of the nicotinamide effect, % at 10 µM. actives 0.68% (n = 130,000). AID 775;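 active = inhibition above a set limit, placed 3 SD over the median of all compounds, cut at about 26% in these data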;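 also: 0% = nicotinamide-treated wells and 100% = cells grown without nicotinamide; some compounds called inactive have numbers as strong as hits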
#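 Assay system: engineered S. cerevisiae DeaD replicative-lifespan strain, galactose-grown log-phase cells; Buffer or medium: CSMM-D glucose medium, restrictive; Probe or stimulus: nicotinamide 1.5 mM; Compound: single dose 10 µM compound, 0.25% DMSO; Schedule: 4 h preincubation then 48 h treatment at 30 °C; Technique: OD615 measurement.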
# The depositor's hits bear a star; . = no result given.
SMILES,HCT116 PTEN-null,Measles CPE,E-sel TNF inh,Yeast growth inh,bCat KO growth,NPY Y2 blocker,MRP-1 activ,GALR2 antag,Phagocytosis inh,Yeast lifespan up
CC(Oc1ccc(C(=O)NCCc2ccccc2)cc1)C(=O)O (stereo not given),103,1,-3,-6,106,3,-0.3,-21,0,-6
Cc1ccc2c(c1)c1nc3ccccc3nc1n2CCN1CCOCC1,54,14,-11,-13,59,5,-0.3,0,-1,-18
O=C(Cn1cnc2c(cnn2-c2ccc(Cl)cc2)c1=O)NCC1CCCO1 (stereo not given),93,0,43,-32,91,-2,0.5,-3,-1,-4
Cc1cc(C)c([N+](=O)[O-])cc1-c1ccc(/C=N/c2c(-c3ccco3)nc3ccccn23)o1,59,3,-50,-36,81,-3,-0.7,7,.,-29
N#CC1=C(N)Oc2ccc3ccc(O)cc3c2C1c1ccsc1 (stereo not given),17,7,-24,-19,36,4,-3.6,5,-8,0
CC(C)n1c(SCC(N)=O)nc2c1c(=O)n(C)c(=O)n2C,103,13,2,-10,98,3,-0.7,15,2,-12
CCCN1C2CCCC1CC(NC(=O)Nc1ccc(C(C)C)cc1)C2 (stereo not given),76,3,18,3,79,0,-2.0,-16,.,.
COC(=O)C1=C(NC(=O)C(C)(C)C)CCS1,93,28,7,-12,88,0,-1.7,-3,-8,-1
COc1ccc(-c2cccc(C(=O)Nc3ccccc3C)c2)cc1,95,10,31,-20,93,7,1.9,-2,-3,-1
CCCCn1nc2cc(C(=O)NCC34CC5CC(CC(C5)C3)C4)ccc2c1OCC,81,6,.,-67,83,5,0.5,-18,0,-4
COc1ccc(N2CCN(C(=O)c3cccc(N4C(=O)C5CC=CC(C)C5C4=O)c3)CC2)cc1 (stereo not given),88,10,2,-23,88,1,-1.9,12,.,-18
O=C(CSC1CC(=O)N(CCc2ccccc2)C1=O)Nc1ccc(Cl)cc1 (stereo not given),102,11,-6,-24,91,-1,1.5,-6,-3,0
CCn1c(SCC(=O)Nc2ccc3c(c2)c2ccccc2n3CC)nnc1-c1ccco1,74,31,22,-67,81,-1,-1.1,-4,-2,0
O=C(CSc1nc2ccc(Cl)cc2o1)NCc1ccc2c(c1)OCO2,74,9,2,-30,85,17,1.1,3,0,-12
Cc1ccc(C(=O)C(OC(=O)CNS(=O)(=O)c2ccccc2)c2ccccc2)cc1 (stereo not given),78,10,3,-41,87,0,-3.5,-14,-1,-3
CC(C)(C)NC(=O)C(c1c[nH]c2ccccc12)N(C(=O)Cn1nnc(-c2ccc(F)cc2)n1)c1cccc(O)c1 (stereo not given),28,19,.,-24,38,-3,-1.4,-8,-5,7
O=C(O)CNS(=O)(=O)c1ccc(F)cc1,103,18,4,-66,109,3,1.5,-10,2,-9
COc1cccc(C2CC(c3cccc(Br)c3)n3ncnc3N2)c1 (stereo not given),81,2,.,-12,77,-1,-1.0,10,-1,-8
CC(C)=CC(=O)OCC(=O)Nc1ccccc1Cl,105,81*,-18,-66,98,3,-0.3,5,0,-10
Cc1ccc(NC(=O)COC(=O)c2cc(Cl)ccc2Cl)c(Br)c1,91,8,1,-40,89,8,-1.9,3,.,-1
O=C(COc1ccc(N2CC(C(=O)O)CC2=O)cc1)Nc1cccc(C(F)(F)F)c1 (stereo not given),93,8,16,-9,94,-1,-0.6,7,2,-3
CC(=O)NC1C(Oc2ccc(C)cc2)OC2COC(c3ccco3)OC2C1O (stereo not given),92,9,-7,-40,102,5,-0.7,11,-6,-1
CCOc1ccc(S(=O)(=O)NCc2ccc(C)cc2)c2cccnc12,104,7,2,-59,86,0,-3.2,-4,1,4
O=C(O)COc1ccc(S(=O)(=O)c2ccc(OCC(=O)O)cc2)cc1,95,7,-14,-8,91,2,-1.2,12,0,-1
Cc1nn(C)c(C(=O)NNC(=S)NC2CCCCC2)c1Cl,95,11,.,-12,85,-2,-3.8,1,4,2
Cc1oc2cc(O)cc(C)c2c(=O)c1-c1cnn(-c2ccccc2)c1,91,8,13,-23,102,1,-2.0,9,0,-7
Cn1c(Cn2c(=O)sc3ccccc32)nnc1SCC(=O)Nc1ccc(Cl)cc1,98,19,5,-28,87,1,-3.3,0,.,-6
COc1ccc(-n2c(SCC(=O)N3CCCCC3C)nnc2-c2cccnc2)cc1 (stereo not given),93,15,-21,2,99,0,0.8,-2,1,-8
Cc1sc2ncnc(SCC(=O)N3CCN(C(=O)c4ccco4)CC3)c2c1C,90,5,-40,-24,88,2,-0.2,1,-1,1
Cc1cccc(NC(=O)c2c(O)c3cccc4c3n(c2=O)CCC4)n1,98,22,.,-72,92,-1,-0.9,3,0,74*
O=C(C1CC1)N1CCc2cc(S(=O)(=O)N3CCCc4ccccc43)ccc21,88,8,-16,-11,84,3,-2.4,1,.,0
O=C(C1CCN(c2nnc(-n3cccc3)s2)CC1)N1CCc2ccccc2C1,106,13,.,-7,95,5,-2.3,3,.,0
CCOc1ccc(NC(=O)CS(=O)(=O)c2cn(CC)c3ccccc23)cc1,92,13,-2,-6,96,3,-2.5,2,2,-10
Cc1nnn(C23CC4CC(CC(CC(=O)Nc5ccc(C)c(C)c5)(C4)C2)C3)n1,86,18,.,-26,89,1,-2.9,5,-16,0
O[C@@H]1C2CCCC1[C@]1(O)CCCCC1C2 (stereo not given in full),94,5,23,-35,96,9,-2.2,-1,2,-22
Cn1nc(-c2ccc(OCC(=O)Nc3ccccc3)cc2)c2ccccc2c1=O,77,3,21,-56,78,3,-1.6,-1,1,-13
O=C(NC(=S)N1CCN(Cc2ccc3c(c2)OCO3)CC1)c1ccc(Cl)cc1,40,17,-6,-42,40,8,-0.3,16,-5,2
Cc1cc(NC(=O)CN2C(=O)NC(C)(c3ccc(OC(F)F)cc3)C2=O)no1 (stereo not given),96,8,-16,-37,89,-4,-2.0,-14,-2,-12
CCC(c1nnnn1C1CCCC1)N(Cc1cccs1)Cc1cc2cc(C)ccc2[nH]c1=O (stereo not given),3.0*,6,26,-7,4.0*,10,-5.8,-2,-1,0
Cc1ccc2sc(NNC(=O)c3ccc4c(c3)OCCO4)nc2c1C,68,12,-10,-31,76,3,-2.5,7,.,0
CCOC(=O)CSc1nc2ccccc2c(=O)n1CCC(=O)NCCc1ccc(OC)c(OC)c1,3.2*,13,-16,-3,3.2*,1,-4.2,4,-1,-7
COc1ccc(/C=C/C(=O)Nc2sc3c(c2C(=O)NCc2cccnc2)CCCC3)cc1,95,7,-9,-10,87,1,0.7,5,.,-8
Cc1sc(NC(=S)NC(=O)c2cccs2)nc1-c1ccc(C(C)C)cc1,98,3,-66,-26,94,0,-2.0,-1,0,-8
Cn1cc(CNC(=O)COc2ccc(Cl)cc2Cl)cn1,96,5,-19,-11,97,1,0.0,7,2,-7
CCOc1cc(/C=N/Nc2nc(N3CCCC3)nc(N3CCCC3)n2)ccc1O,91,19,-18,-54,100,0,-0.1,-3,.,.
CC(C)(C)C(=O)NCCN1C(=O)S/C(=C\c2ccc([N+](=O)[O-])cc2)C1=O,71,29,-25,-37,64,1,-4.5,6,-5,2
N#Cc1ccc(CSc2nnc(-c3cnccn3)o2)cc1,98,10,3,-40,90,-1,-1.2,1,0,-13
Cc1cccc(C(=O)Oc2ccccc2/C=N/NC(=O)c2ccc(NC(=O)C(C)(C)C)cc2)c1,58,4,-6,-22,60,6,-4.6,0,-8,3
COc1ccc(-c2[nH]ncc2-c2ccc(Cl)cc2)c(O)c1,72,7,.,73*,89,-3,-6.5,7,1,-37
COCCn1c(=S)[nH]c2cc(C(=O)N3CCc4ccccc43)ccc2c1=O,60,59*,.,-9,59,3,-2.9,13,0,-11
O=C1C2CC=CCC2C(=O)N1c1cccc(OS(=O)(=O)c2ccc3ccccc3c2)c1 (stereo not given),102,15,-15,-5,100,10,-0.3,8,3,-8
O=C(N=C1c2ccccc2CN1c1cccc(Cl)c1)c1cccnc1,90,18,.,-17,86,2,-0.8,0,-12,18
c1ccc(N2CCN(CCc3nnc4n3CCCCC4)CC2)cc1,100,9,-12,-37,93,2,-1.4,3,0,5
CCOc1nc2ccccc2nc1NS(=O)(=O)c1ccccc1,97,0,-9,-8,105,4,-0.2,-8,2,43
COC(=O)c1ccccc1NC(=O)CSc1nnnn1-c1ccc(C)cc1C,80,9,-28,0,85,6,-1.0,6,6,-6
COc1ccccc1-c1c(C)oc2cc(OC(=O)c3ccco3)ccc2c1=O,100,10,2,-21,95,2,-2.3,-5,3,32*
N#Cc1c(N)[nH]c(=S)c(C#N)c1-c1ccccc1,51,4,-8,-35,60,0,-4.3,14,-1,-5
CCN=C1NN=C(c2cc(C)n(Cc3ccco3)c2C)CS1,83,4,12,1,76,-1,-3.5,-7,.,8
c1ccc(-n2ncc3c(NCc4cccs4)ncnc32)cc1,74,2,-51,-17,72,2,0.0,9,0,-13
CCOc1cc(C2C(C(=O)OC)=C(C)N=C3SC(C)C(=O)N32)ccc1OC(C)=O (stereo not given),99,1,-13,-33,91,2,4.3,-3,-2,-2

# Continuation:
SMILES,HCT116 PTEN-null,Measles CPE,E-sel TNF inh,Yeast growth inh,bCat KO growth,NPY Y2 blocker,MRP-1 activ,GALR2 antag,Phagocytosis inh,Yeast lifespan up
O=C(C1CC(=O)N(c2ccccc2)C1)N1CCN(C2=NS(=O)(=O)c3ccccc32)CC1 (stereo not given),106,5,-2,-35,100,-1,0.6,5,2,-1
Cc1ccc(CN2CCN(/N=C/c3cc(Br)cc(Br)c3O)CC2)cc1,98,2,-26,-7,94,6,0.0,-14,-4,4
CCCC/C(C)=N/NC(=O)CN(c1ccc(Br)cc1)S(=O)(=O)c1ccccc1,83,6,.,-39,95,3,-2.5,3,-2,-3
O=C(N/N=C/c1ccccc1O)c1cc(=O)[nH]c2ccccc12,45,5,.,-31,50,5,3.9,16,-5,-3
CCOC(=O)c1c(C)n(-c2ccc(OC)cc2)c2c(C/C(C)=N/O)c(Br)c(OC)c(O)c12,98,5,-42,-11,103,3,-3.6,18,0,-10
COc1ccc2[nH]c(C)c(C(=O)CN3CCc4cc(OC)c(OC)cc4C3)c2c1,44,6,.,-16,45,-2,-3.8,2,-2,-26
Cc1ccc(Sc2nc(-c3ccccc3)nnc2C(F)(F)F)cc1,56,5,.,-60,64,1,-6.2,3,-1,0
COC(=O)c1sccc1NC(=S)Nc1ccccc1,99,18,-19,-29,97,0,-1.5,5,-5,0
CSc1nc(-c2ccccc2)nc(N2CCCC2)c1C(C)=O,79,7,-10,-14,87,7,-0.9,-6,-1,-26
Nc1nonc1C(=Nc1ccc(Br)cc1)NO,72,9,-21,-34,65,-2,0.0,2,1,-20

# Looked up above:
# Cn1nc(-c2ccc(OCC(=O)Nc3ccccc3)cc2)c2ccccc2c1=O in Yeast lifespan up shows -13
# CC(C)=CC(=O)OCC(=O)Nc1ccccc1Cl in NPY Y2 blocker shows 3
